# Screening data deposited in PubChem by National Center for Advancing Translational Sciences (NCATS).
# CRE-bla Fsk: alters forskolin-stimulated CRE reporter signaling in CHO cells; CHO CRE-bla reporter (cAMP response element driving beta-lactamase), forskolin EC10, beta-lactamase ratio; Potency, µM (top dose mostly 38.2 µM), without a hit: top-dose activity change, negative = inhibition, actives largely listed as activators; 71,000 compounds, 2.5% hits; active means well fitted activation curve with a large enough effect in the signal ratio, with a control signal flat, not every such curve was filed as active; inconclusive means small, poorly fitted or top-dose-only effect, or effect the other way, or a change in a side signal; the % refers to the signal ratio; further: potency means the concentration at half of the fitted maximal effect; % of control where 0% means no effect
#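 Modulation of forskolin-driven signalling is measured in CHO cells carrying a CRE-controlled beta-lactamase reporter. Cells are stimulated with EC10 NKH 477 in the presence of titrated compound for 3 h at 37 °C, then loaded with CCF4 for 2 h at room temperature.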
# BRCT PPI green: blocks human BRCA1 BRCT binding to phosphopeptide, green readout; P38398; BRCA1 BRCT-phosphopeptide binding, green fluorescence polarization; Potency, µM (top dose mostly 76.9 µM), for inactives: at the highest dose activity change, negative = inhibition, hits mostly inhibitors; 75,000 compounds, 0.05% hits; AID 875;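 further: potency means the concentration at half of the fitted maximal effect; plate controls were peptide without protein for full effect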
#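 Fluorescence polarization: His-tagged BRCT (~35 kDa BRCA1 C-terminus, 250 nM) bound to 100 nM fluorescein-labeled phosphorylated 10-aa BACH1 peptide, pH 7.3 phosphate buffer with DTT and Tween 20. Compounds incubated 12 min at room temperature; inhibition read as lowered polarization.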
# BRCT PPI red: inhibitors of human BRCA1 BRCT-phosphoprotein interaction (red fluorophore) | AID 892 | 75,000 compounds, 0.03% hits | BRCT-phosphopeptide binding, red fluorescence polarization | P38398 | Potency, µM (series often up to 76.9 µM), for the others: top-dose activity change, negative = inhibition, usual class: inhibitors; further: on the % scale 0 is the no-effect control and ±100 the full control effect
#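 Fluorescence polarization: 100 nM His-tagged BRCA1 BRCT with 100 nM TAMRA-labelled phospho-BACH1 decapeptide, phosphate buffer pH 7.3 with 150 mM NaCl, DTT, 0.01% Tween 20; 12 min RT. Binding inhibition seen as FP decrease.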
# Ub-GFP proteasome: inhibits proteasome, raising ubiquitin-GFP reporter fluorescence | AID 526 | Potency, µM (top dose mostly 45.9 µM), inactives show at the highest dose activation (GFP accumulation), hits mostly activators | 67,000 tested, under 10 active | Ubiquitin-GFP reporter cells, proteasome inhibition, GFP fluorescence; response scale: untreated = 0%, 10 µM MG-132 = 100%; active means well fitted activation curve with a large enough effect, not every such curve was filed as active; inconclusive means small, poorly fitted or top-dose-only effect, or another doubt; inactive means no such curve, though single readings can be large or run the other way; further: potency means the concentration at half of the fitted maximal effect
#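 Reporter cells (U2OS, ubiquitin-G76V-GFP fusion) are plated overnight, then treated 4 hr at 37 °C with compound titrations from 46 uM down to 2.9 nM. Activity is scaled against untreated cells and 10 uM MG-132.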
# A350 autofl: compound fluoresces in the Alexa 350 spectral region | max dye-equivalent concentration, M | 59,000 compounds, 11% hits | Compound autofluorescence, 340/450 nm, Alexa 350 dye-equivalents; hits give high values | AID 590; in the data active means max dye-equivalent concentration above about 10 nM; inconclusive means mostly about 1.1 nM to 9.6 nM
# Pol III holo inh: inhibitors of bacterial DNA polymerase III holoenzyme | reconstituted DNA polymerase III holoenzyme replication, biochemical | AID 603 | Potency, µM (titrated, usually from 57.1 µM), inactives show at the highest dose activity change, negative = inhibition | 71,000 compounds, 0.25% hits; further: potency means the concentration at half of the fitted maximal effect; on the % scale 0 is the no-effect control and ±100 the full control effect
#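 Reconstituted *E. coli* holoenzyme (0.35 nM Pol III, 1 nM beta, 154 nM SSB, 2 nM primase) was preincubated with compound for 15 min at RT. Synthesis on 1.4 nM ssM13Gori ran 35 min, then was stopped with PicoGreen/EDTA and read as dsDNA fluorescence.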
# 15-hLO inh: blocks human 15-lipoxygenase activity; P16050; purified 15hLO-1, xylenol orange hydroperoxide absorbance; Potency, µM (titrated, usually from 57.1 µM), for the others: at the top dose activity change, negative = inhibition, usual class: inhibitors; 74,000 compounds, 1.4% hits; AID 887; further: potency means the concentration at half of the fitted maximal effect; on the % scale 0 is the no-effect control and ±100 the full control effect; nearly all actives have a fitted effect of over 55% in size
#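 Purified human 15hLO-1 (40 nM) in 25 mM Hepes pH 7.5, 0.01% Triton X-100, preincubated 15 min RT with compound, then 50 uM arachidonic acid for 6 min. Hydroperoxide read by ferrous/xylenol orange, 30 min; 573/405 nm absorbance ratio gave progress.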
# GFP derepression: epigenetic GFP locus derepression in mouse cells; mouse C127i GFP locus derepression, cytometry, 30 h; Potency, µM (top dose mostly 46.1 µM), for inactives: at the highest dose GFP derepression (activation); 68,000 compounds, 0.09% hits; further: % of control where 0% means no effect
#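 Read-out is the number of GFP-positive cells, scored as fluorescent objects 20 to 120 um wide, reflecting derepression of a silenced CMV-GFP reporter in murine C127i cells after 30 h compound exposure at 37 C.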
# HBB splice mod: hemoglobin beta splicing modulation. HBB splicing reporter cell assay, activation; EGFP reporter with mutant IVS2-654 intron; response scale: normalised to 500 nM splice-correcting PNA. Potency, µM (series often up to 46.1 µM), for inactives: top-dose activation, actives largely listed as activators. 65,000 compounds, 0.06% hits. AID 925; further: potency means the concentration at half of the fitted maximal effect; 0% is about no effect
#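 Compounds were applied for 2 days to HeLa EGFP-654 cells, 500/well in Optimem with 2% FCS. The reporter's EGFP is disrupted by mis-splicing of beta-globin intron IVS2-654. Readout: summed well GFP fluorescence from 488 nm laser scanning; reference was 500 nM antisense […] 654 PNA.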
# Hsp90 Hop PPI: changes Hsp90-Hop TPR2A binding signal, up or down; Potency, µM (series often up to 57 µM), for inactives: at the top dose activity change, negative = inhibition; 71,000 compounds, 0.44% hits; AlphaScreen TPR2A-His6 binding biotin-Hsp90 C-terminal peptide; active means well fitted curve in either direction with a large enough effect; inconclusive means small, poorly fitted or top-dose-only effect, or another doubt; further: potency means the concentration at half of the fitted maximal effect; on the % scale 0 is the no-effect control and ±100 the full control effect; many of its hits are not listed in these tables
# 4-MU autofl: compounds fluorescent in 4-MU spectral region; compound autofluorescence, 340/450 nm, 4-MU equivalents; hits give high values; AID 589; max dye-equivalent concentration, M; 59,000 compounds, 11% hits; in the data active means max dye-equivalent concentration above about 10 nM; inconclusive means mostly about 1.1 nM to 9.6 nM
#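 Intrinsic fluorescence at 340/450 nm (ex/em) was read after 15 min at room temperature in pH 8.0, 100 mM Tris. Each compound concentration expressed as 4-MU-equivalent concentration from a six-point 4-MU standard series on each plate.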
# An asterisk follows results filed as active; i = inactive; ? = inconclusive; nt = not tested or not shown; [ ] = another dose, or the depositor's remark. Unless noted, the call rests on the fitted dose curve; in most records, active means well fitted curve in the direction sought with a large enough effect; inconclusive means small, poorly fitted or top-dose-only effect, or another doubt; inactive means no such curve, though single readings can be large; an effect the other way counts as inactive or inconclusive. Random draw from the library (roughly 12% active in at least one column).
mol,CRE-bla Fsk,BRCT PPI green,BRCT PPI red,Ub-GFP proteasome,A350 autofl,Pol III holo inh,15-hLO inh,GFP derepression,HBB splice mod,Hsp90 Hop PPI,4-MU autofl
N#Cc1c2c(c(N3CCN(c4ccccn4)CC3)n3c1nc1ccccc13)CCC2,?,-3.9%,-0.4%,-4%,nt,-6%,13%,-2%,-0.6%,0%,nt
C=Cc1cccc(C)c1,1%,-0.4%,1.2%,nt,nt,-1%,-6%,nt,1.3%,2%,nt
Cc1ccc(S(=O)(=O)NCCn2c(C)cc3ccccc32)cc1,-7%,-2.2%,-8.3%,-4%,i,4%,-5%,0%,0.3%,-15%,i
CC(C)=CC(=O)Nc1ccccc1Br,-3%,-0.6%,-0.1%,-1%,i,2%,-1%,6%,3.9%,1%,i
COc1ccc(-c2noc(CCC(=O)Nc3cccnc3)n2)cc1OC,?,0.6%,-0.5%,-6%,i,-5%,-16%,-2%,-1.0%[1.84 µM],0%,i
CCCOC(=O)c1ccc(-c2c(C)noc2-c2ccc(OC)cc2O)o1,?,0.6%,-0.6%,1%,?,-1%,?,3%,0.2%[57.5 µM],-6%,?
O=C(NCCc1csc(-c2ccccc2)n1)c1cccs1,?,-1.0%,1.6%,-6%,nt,2%,-4%,nt,0.5%,-1%,nt
O=C(NCCCN1CCOCC1)c1coc2ccccc2c1=O,-10%,-0.3%,1.6%,3%,i,-4%,-2%,3%,-1.8%,-2%,i
CCCn1c(C)nc2c(NC(C)CCCN(CC)CC)nc(C)nc21 (configuration not stated),6%,0.6%,-0.2%,-3%,nt,-4%,?,nt,0.4%,2%,nt
O=C(CCCSc1nc2sc3c(c2c(=O)[nH]1)CCC3)NCCO,-7%,-1.8%,-0.4%,-5%,2e-08M*,-3%,1%,2%,-3.5%,-2%,1.6e-08M*
CCOc1ccc(C2CC(c3ccc(F)cc3)n3ncnc3N2)cc1 (configuration not stated),-1%,-0.4%,0.2%,-9%,nt,0%,1%,nt,0.2%,-3%[2.3 µM],nt
Cc1ccc(S(=O)(=O)NC(=O)Nc2ncn[nH]2)cc1,0%[7.6 µM],0.1%[15.4 µM],-0.8%[15.4 µM],3%[9.17 µM],i,-7%[11.4 µM],-1%[11.4 µM],-1%[9.22 µM],0.4%[9.22 µM],-2%[11 µM],i
Cc1csc(NC(=O)CNS(=O)(=O)c2cccs2)n1,-2%,0.7%,1.3%,-11%,i,3%,20%,0%,-0.8%,-2%,i
O=S(=O)(Nc1ccc(N2CCOCC2)cc1)c1cccs1,-6%,-0.8%,0.4%,0%,i,11%,-1%,-2%,-0.3%,-17%,i
COCCN1C(=O)c2oc3ccccc3c(=O)c2C1c1ccc(C(=O)OC)cc1 (configuration not stated),3%,-3.3%,2.7%,0%,nt,3%,10%,-2%,0.1%,-6%,nt
N#CCSCC(=O)Nc1ccc(F)cc1,?,-0.7%,-0.3%,12%,i,-2%,1%,-1%,1.1%,-6%,i
O=C(NCC(=O)N(Cc1cccs1)C(C(=O)NC1CCCC1)c1ccco1)c1cccs1 (configuration not stated),1%,-3.2%,0.1%,1%,i,2%,-11%,0%,nt,-3%,i
COc1ccc(OC)c2[nH]c(=O)c(CCNC(=O)C(C)(C)C)cc12,12%,5.6%,1.6%,-1%,nt,2%,5%,nt,-0.7%,-3%,nt
COc1ccc(CCNC(=O)C2CCCN2C(=O)NC2CCCCC2)cc1OC (configuration not stated),-1%,-3.8%,0.5%,-6%,i,-2%,6%,-3%,nt,-11%,i
Cc1c(Nc2ncnc3c2cnn3-c2ccccc2)c(=O)n(-c2ccccc2)n1C,-6%,-1.1%,-2.4%,0%,i,-1%,21%,-3%,-0.8%,-2%,i

# Further entries.
mol,CRE-bla Fsk,BRCT PPI green,BRCT PPI red,Ub-GFP proteasome,A350 autofl,Pol III holo inh,15-hLO inh,GFP derepression,HBB splice mod,Hsp90 Hop PPI,4-MU autofl
COc1ccccc1NC(=O)COc1ccc(C(=O)OCC(=O)N2CCCC2=O)cc1OC,-3%,-0.7%,-0.9%,-5%,i,1%,2%,1%,-0.1%[57.5 µM],-1%,i
CCc1c(C)nc2ncnn2c1N1CCC(C(=O)N2CCN(c3ccccc3)CC2)CC1,11%,-1.0%,1.4%,-1%,?,2%,6%,-2%,-0.4%[57.5 µM],1%,i
O=S(=O)(c1ccccc1)N1CCC[C@@]2(CCN(c3ncccn3)C2)C1,1%,0.4%,-1.5%,-3%,i,-1%,1%,0%[9.22 µM],-1.9%,-2%,i
CCc1nnc(NC(=O)c2ccc(S(=O)(=O)N(CC(C)C)CC(C)C)cc2)o1,-8%,-0.8%,-0.4%,-5%,i,6%,122%[activator],4%,-1.1%,-3%,i
COc1ccccc1N1CCN(S(=O)(=O)c2cn(C)c(=O)n(C)c2=O)CC1,-7%,-1.3%,-0.1%,-3%,nt,-4%,10%,nt,-0.5%,-4%,nt
CCCc1nc2oc3c(NCc4ccccn4)ncnc3c2c2c1COC(C)(C)C2,0.79µM*,-0.6%,-1.4%,0%,i,-8%,5%,3%,-1.4%[57.5 µM],-1%,i
CC(=O)Nc1ccc(S(=O)(=O)N2CCC(c3nc4ccccc4[nH]3)CC2)cc1,-12%,-1.2%,0.3%,5%,i,-4%,9%,2%,0.1%[57.5 µM],-1%,i
CC(=O)N1C2(C=CC1(C)C(=O)NCc1ccccn1)CCCCC2 (configuration not stated),5%,0.1%,-1.1%,nt,nt,-9%,38%[activator],nt,-0.6%,?,nt
N#Cc1cc2cc3c(cc2nc1SCC(=O)OC1CCCCC1)OCO3,3%,1.5%,-0.8%,3%,1.2e-08M*,-5%,-10%,-3%,0.0%[57.5 µM],10%,1.5e-08M*
O=c1cc(CSc2nnnn2-c2ccccc2)nc2scc(-c3ccccc3)n12,0%,1.9%,1.7%,-3%,i,-2%,-1%,0%,0.0%[57.5 µM],-7%,i
COc1cc(C2C(C#N)=C(C)NC3=C2C(=O)CC(C)(C)C3)ccc1O (configuration not stated),-1%,-2.1%,0.3%,-3%,1.7e-08M*,-9%,9%,1%,-2.2%,-2%,1.3e-08M*
O=C(C1CCCC1)N(c1ccccc1)C1C=CS(=O)(=O)C1 (configuration not stated),-2%,-0.3%,-0.3%,-3%,i,-1%,2%,12%,-0.2%,-2%,i
Cc1nn(-c2ccccc2)c2sc(C(=O)N3CCc4ccccc4C3)cc12,4µM*,-4.1%,-1.1%,2%,i,0%,-15%,0%,-0.1%[57.5 µM],11%,i
CCn1c(=N)c(C(N)=O)cc2c(=O)n3cccc(C)c3nc21,10%,0.0%,1.3%,0%,1e-05M*,-13%,-19%,1%,nt,-2%,1.7e-05M*
c1cn(-c2ccnc(-c3ccc4c(c3)OCO4)n2)cn1,?,-0.7%,-2.4%,5%,i,4%,0%,5%[9.22 µM],-0.4%,-1%,i
CCC(=O)N(Cc1cc(=O)[nH]c2ccccc12)c1cccc(C)c1,0%,-4.4%,-1.1%,-2%,i,3%,?,0%,-1.8%[57.5 µM],-10%,i
CCn1nc(C(=O)OCC(=O)c2ccc3c(c2)OCCO3)c2ccccc2c1=O,?,0.4%,-3.9%,-3%,i,?,-8%,-2%,-0.1%[57.5 µM],-4%,i
O=C(NCc1ccco1)c1nc2ccccc2s1,2%,-1.1%,0.5%,-3%,i,1%,-1%,4%,-0.9%,-6%,i
O=C(OCc1ccccc1Cl)c1ccc(-n2cnnc2)cc1,6%,0.1%,-1.5%,2%,i,-5%,12%,3%,5.3%,-3%,i
CC1CC(=O)Nc2ccccc2S1(=O)=O (configuration not stated),0%,-1.2%,-0.4%,9%,i,2%,2%,2%,0.7%,1%,i

# (cont.)
mol,CRE-bla Fsk,BRCT PPI green,BRCT PPI red,Ub-GFP proteasome,A350 autofl,Pol III holo inh,15-hLO inh,GFP derepression,HBB splice mod,Hsp90 Hop PPI,4-MU autofl
O=C(O)CNS(=O)(=O)c1ccc(Br)s1,?,-1.4%,-0.3%,-3%,i,-7%,2%,1%,-2.1%,2%,i
COCCN(CCOC)c1ncnc2c1cnn2-c1ccc(Cl)cc1,10µM*,-0.6%,-0.3%,-3%,i,-13%,-2%,2%,0.5%,5%,i
O=C1CC(NCc2ccccc2F)C(=O)N1c1ccccc1 (configuration not stated),-1%,-0.6%,2.1%,-3%,i,-7%,6%,0%,nt,0%,i
CC1=CC(C)C(C(=O)O)C(C(=O)O)C1 (configuration not stated),-2%,0.2%,0.8%,13%,nt,-6%,6%,0%,-0.1%,0%,nt
